VLA-4 antagonist: inhibitors of LDV-FITC binding to Mn2+-activated VLA-4, primary screen, Jurkat cells; inhibition, % at 10 µM (by protocol); 0.2% of 24,000 active; LDV-FITC binding with Mn2+, flow cytometry; 100% = Mn2+-driven binding gain fully reversed; Integrin alpha-4 (Homo sapiens), P13612;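 active means inhibition above 50%; inconclusive means compound itself fluorescent, judged against control cell fluorescence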;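 further: 0% = Mn2+ stimulated cells lacking compound and 100% = ligand binding without Mn2+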
Target sequence (P13612 whole entry, looked up): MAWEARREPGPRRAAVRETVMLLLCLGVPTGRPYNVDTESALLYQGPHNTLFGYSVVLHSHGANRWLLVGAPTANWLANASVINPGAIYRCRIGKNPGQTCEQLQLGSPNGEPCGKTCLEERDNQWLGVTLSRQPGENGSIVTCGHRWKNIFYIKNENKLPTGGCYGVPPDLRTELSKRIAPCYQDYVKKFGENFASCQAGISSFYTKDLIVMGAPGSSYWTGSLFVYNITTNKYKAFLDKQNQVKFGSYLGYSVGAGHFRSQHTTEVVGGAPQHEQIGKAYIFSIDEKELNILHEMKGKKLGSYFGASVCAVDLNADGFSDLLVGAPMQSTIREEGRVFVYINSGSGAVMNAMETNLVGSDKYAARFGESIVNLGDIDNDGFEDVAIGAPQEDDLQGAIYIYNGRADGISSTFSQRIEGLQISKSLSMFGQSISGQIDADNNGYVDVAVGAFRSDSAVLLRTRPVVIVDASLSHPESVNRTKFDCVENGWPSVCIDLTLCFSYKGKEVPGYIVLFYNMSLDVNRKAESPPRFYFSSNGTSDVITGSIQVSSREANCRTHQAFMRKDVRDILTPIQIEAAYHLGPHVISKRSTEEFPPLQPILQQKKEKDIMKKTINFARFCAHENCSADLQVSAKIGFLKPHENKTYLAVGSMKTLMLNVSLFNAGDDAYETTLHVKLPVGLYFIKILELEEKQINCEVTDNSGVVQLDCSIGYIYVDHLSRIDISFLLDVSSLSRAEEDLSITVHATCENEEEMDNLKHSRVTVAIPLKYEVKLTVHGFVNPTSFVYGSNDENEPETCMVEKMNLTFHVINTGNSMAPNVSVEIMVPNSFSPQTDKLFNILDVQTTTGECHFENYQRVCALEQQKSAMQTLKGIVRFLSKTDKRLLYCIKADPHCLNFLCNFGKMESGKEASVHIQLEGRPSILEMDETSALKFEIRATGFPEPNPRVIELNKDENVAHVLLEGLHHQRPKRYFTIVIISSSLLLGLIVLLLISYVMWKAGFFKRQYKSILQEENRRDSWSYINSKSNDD
LNCaP diff act: activators of LNCaP prostate cell differentiation, primary screen, flow cytometry side scatter; 4 d; side scatter shift, % at 10 µM; 0.56% of 24,000 active; AID 795, 2007;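 active means side scatter shift above 30%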;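 further: androgen-responsive LNCaP prostate cancer cells in charcoal-stripped serum medium; percent of cells past a gate set so DMSO wells show 10% shift; higher shift means more granular cells and more differentiation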
Jurkat autofluor: compound autofluorescence on Jurkat cells, primary screen, artefact control for VLA-4 allosteric ligand project, cell-based, flow cytometry. fluorescence ratio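 (tested at 10 µM compound in the well)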. hits give high values; 1 = vehicle-only cell background. 0.61% of 24,000 active. AID 576, 2007;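 active means fluorescence ratio above 2.44, which is 1 plus 3 SD of all ratios; inconclusive means signal too bright to measure linearly, ratio around 10 or more; inactive means fluorescence ratio below 2.44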;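 further: green fluorescence of cells measured with 488 nm excitation and 530 nm emission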
VLA-4 agonist: enhancers of LDV-FITC binding to VLA-4 integrin, primary screen, Jurkat cells, flow cytometry; Integrin alpha-4 (Homo sapiens), P13612; activation, % at 10 µM (by protocol); 24,000 tested, under 10 active; AID 528, 2006;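 active means fluorescent ligand binding to cells raised by more than 40% of the manganese-induced maximum; inconclusive means compound's own fluorescence above 85% of the ligand control signal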;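 further: 0% = ligand binding without compound and 100% = manganese-stimulated maximal binding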
* hit, by the source's call. Only part of the results is shown, so the mix of outcomes need not match the whole.

COc1ccc(CCNC(=O)CCS(=O)(=O)c2ccc3c(c2)CCN3C(C)=O)cc1OC was read as VLA-4 antagonist 11, LNCaP diff act 5, Jurkat autofluor 1.1 and VLA-4 agonist 0.
`O=C(Nc1nc(-c2ccccn2)cs1)c1ccc(S(=O)(=O)N2CCCCC2)cc1` gave VLA-4 antagonist 33, LNCaP diff act 24, Jurkat autofluor 1.1 and VLA-4 agonist -15.
O=C(NCCN1CCOCC1)c1csc2c1CCCCC2 was read as VLA-4 antagonist 15, LNCaP diff act 4, Jurkat autofluor 1.1 and VLA-4 agonist -7.
CCCCN(C)Cc1c(C)[nH]c2c(Cl)cccc2c1=O was read as VLA-4 antagonist -1, LNCaP diff act 11, Jurkat autofluor 1.1 and VLA-4 agonist 2.
Screening O=C(NC1CCCc2ccccc21)C1CCN(c2nnc(-n3cccc3)s2)CC1 (stereo not drawn) returned VLA-4 antagonist 8, LNCaP diff act 4, Jurkat autofluor 1 and VLA-4 agonist -4.
For COC(=O)C(C)Sc1nc2c([nH]c3ccccc32)c(=O)n1C (stereo not drawn) the results were VLA-4 antagonist -5, LNCaP diff act 3, Jurkat autofluor 1 and VLA-4 agonist 7.
`CCN(CC)CCN1C(=O)Cn2c(C)c(C)c3cccc1c32` gave VLA-4 antagonist -9, LNCaP diff act 13, Jurkat autofluor 1.1 and VLA-4 agonist 8.
`CSc1cccc(NC(=O)CSc2nc3ccccc3o2)c1` gave VLA-4 antagonist 24, LNCaP diff act 4, Jurkat autofluor 1.1 and VLA-4 agonist -6.
Screening CCOC(=O)c1cn2c3c(c(F)c(F)c(F)c3c1=O)SC(N1CCCC1)=N2 returned VLA-4 antagonist inconclusive, LNCaP diff act 8, Jurkat autofluor inconclusive and VLA-4 agonist inconclusive.
`COc1ccc(CNc2nc3c(c(C(F)(F)F)n2)CCCCC3)cc1` gave VLA-4 antagonist -5, LNCaP diff act 6, Jurkat autofluor 1.1 and VLA-4 agonist 3.
CCn1cc(C(=O)OCc2ccc(F)cc2)c(=O)c2ccc(C)nc21 was read as VLA-4 antagonist -4, LNCaP diff act 8, Jurkat autofluor 1.1 and VLA-4 agonist -6.
`O=C(Nc1cccnc1)c1cc(-c2ccco2)on1` gave VLA-4 antagonist -7, LNCaP diff act 6, Jurkat autofluor 1.1 and VLA-4 agonist 8.
`CC(=O)c1ccc2c3c(cccc13)C(=O)N(c1c(C)nn(C)c1C)C2=O` gave VLA-4 antagonist -19, LNCaP diff act 8, Jurkat autofluor 1.1 and VLA-4 agonist -3.
COc1cc2nc(NCC3CCCO3)n3nc(-c4cccnc4)nc3c2cc1OC (stereo not drawn) was read as VLA-4 antagonist inconclusive, LNCaP diff act 2, Jurkat autofluor 1.3 and VLA-4 agonist inconclusive.
For Cc1ccc(C(=O)NCc2ccc3c(c2)OCO3)cc1N1CCCC1=O the results were VLA-4 antagonist 8, LNCaP diff act 9, Jurkat autofluor 1.1 and VLA-4 agonist -2.
CCS(=O)(=O)N1CCC(C(=O)NC2CCCCC2)CC1 was read as VLA-4 antagonist -4, LNCaP diff act 7, Jurkat autofluor 1 and VLA-4 agonist 0.
O=C1NC2(CCCC2)N=C1c1ccc(Cl)cc1 was read as VLA-4 antagonist 3, LNCaP diff act 6, Jurkat autofluor 1.1 and VLA-4 agonist -2.
COC(=O)c1ccc(NC(=O)Cn2nc(SC)n(N)c2=S)cc1 was read as VLA-4 antagonist 15, LNCaP diff act 11, Jurkat autofluor 0.91 and VLA-4 agonist 2.
Screening COc1cc2c(C(=O)NCc3ccc(C)o3)cn(CC(C)C)c(=O)c2cc1OC returned VLA-4 antagonist inconclusive, LNCaP diff act 6, Jurkat autofluor 1.1 and VLA-4 agonist inconclusive.
For COc1cccc(NC(=O)N2CCCC2C(=O)Nc2ccc3c(c2)OCO3)c1 (stereo not drawn) the results were VLA-4 antagonist -8, LNCaP diff act 4, Jurkat autofluor 1 and VLA-4 agonist 0.
Screening Cc1cccc(N2CCN(C(=O)Cn3ccc4ccccc4c3=O)CC2)c1C returned VLA-4 antagonist 8, LNCaP diff act 8, Jurkat autofluor 1 and VLA-4 agonist -1.
Screening O=C(O)Cn1cccc1C(=O)c1ccccc1 returned VLA-4 antagonist -14, LNCaP diff act 13, Jurkat autofluor 1.1 and VLA-4 agonist -4.
CCCn1c(=O)c2c(c3ccccc31)OC(C)C(=O)N2 (stereo not drawn) was read as VLA-4 antagonist 5, LNCaP diff act 11, Jurkat autofluor 1.2 and VLA-4 agonist -5.
N#CC1=C2SCN(Cc3ccccc3)CN2C(=O)CC1c1ccccc1F (stereo not drawn) was read as VLA-4 antagonist -6, LNCaP diff act 9, Jurkat autofluor 1 and VLA-4 agonist 7.
`CCOc1ccc(CCNc2nc3c(c(=O)n(C)c(=O)n3C)n2CC)cc1OCC` gave VLA-4 antagonist 0, LNCaP diff act 9, Jurkat autofluor 0.96 and VLA-4 agonist -2.
Screening CCOC(=O)c1c(C)c(-c2ccccc2)n(CC(=O)N2CCCC2)c1C returned VLA-4 antagonist -23, LNCaP diff act 2, Jurkat autofluor 1.1 and VLA-4 agonist 5.
O=C(Nc1ccc2c(c1)nc1n2CCN(Cc2ccccc2)C1)c1cccs1 was read as VLA-4 antagonist 0, LNCaP diff act 8, Jurkat autofluor 1.1 and VLA-4 agonist -3.
CCOC(=O)c1ccc(N2C(=O)CC(N3CCN(C/C=C/c4ccccc4)CC3)C2=O)cc1 (stereo not drawn) was read as VLA-4 antagonist 11, LNCaP diff act 9, Jurkat autofluor 1.2 and VLA-4 agonist -8.
`O=C(NCc1cccs1)Nc1cccs1` gave VLA-4 antagonist -18, LNCaP diff act 6, Jurkat autofluor 1.1 and VLA-4 agonist 0.
For CCN1CCN(C(=O)CS(=O)Cc2nc(-c3ccc(OC)cc3)oc2C)CC1 (stereo not drawn) the results were VLA-4 antagonist 9, LNCaP diff act 2, Jurkat autofluor 0.97 and VLA-4 agonist 4.
Screening CC(C)CC1N=C2c3ccccc3N=C(SCc3cc(=O)n4ccccc4n3)N2C1=O (stereo not drawn) returned VLA-4 antagonist inconclusive, LNCaP diff act 14, Jurkat autofluor 1.1 and VLA-4 agonist inconclusive.
`CCOC(=O)N1CCN(C(=O)C2CCN(S(=O)(=O)N3CCCC3)CC2)CC1` gave VLA-4 antagonist -8, LNCaP diff act 2, Jurkat autofluor 0.98 and VLA-4 agonist 5.
N#CC1=C(N)OC(c2ccccc2)=C(C#N)C1c1ccc2c(c1)OCO2 (stereo not drawn) was read as VLA-4 antagonist -20, LNCaP diff act 3, Jurkat autofluor 1 and VLA-4 agonist 4.
For Cn1c(=O)oc2cc(S(=O)(=O)NC3CCN(Cc4ccccc4)CC3)ccc21 the results were VLA-4 antagonist -1, LNCaP diff act 13, Jurkat autofluor 1.1 and VLA-4 agonist 3.
CCC(C)(C(=O)NC1CCCC1)N(Cc1cccs1)C(C)=O (stereo not drawn) was read as VLA-4 antagonist inconclusive, LNCaP diff act 8, Jurkat autofluor 0.99 and VLA-4 agonist inconclusive.
CN1CCN(S(=O)(=O)c2ccc3[nH]cc(C(=O)O)c(=O)c3c2)CC1 was read as VLA-4 antagonist -6, LNCaP diff act 16, Jurkat autofluor 1 and VLA-4 agonist 2.
For COc1ccc(N(C)S(=O)(=O)c2cccc3cccnc23)c(OC)c1 the results were VLA-4 antagonist -24, LNCaP diff act 11, Jurkat autofluor 0.99 and VLA-4 agonist 3.
For CCOC(=O)c1nnn(-c2nonc2N)c1-c1ccc(OC)cc1 the results were VLA-4 antagonist -9, LNCaP diff act 8, Jurkat autofluor 1 and VLA-4 agonist 5.
`CC(=O)Nc1cc(C(=O)O)ccc1S(=O)(=O)c1ccc(Cl)cc1` gave VLA-4 antagonist -20, LNCaP diff act 9, Jurkat autofluor 1 and VLA-4 agonist 5.
`COc1cccc(NC(=O)Cc2nnc(SCC(=O)c3ccccc3)n2C)c1` gave VLA-4 antagonist inconclusive, LNCaP diff act 5, Jurkat autofluor 1.1 and VLA-4 agonist inconclusive.

Structures listed so far that contain a COOH group (3):
Screening O=C(O)Cn1cccc1C(=O)c1ccccc1 returned VLA-4 antagonist -14, LNCaP diff act 13, Jurkat autofluor 1.1 and VLA-4 agonist -4.
CN1CCN(S(=O)(=O)c2ccc3[nH]cc(C(=O)O)c(=O)c3c2)CC1 was read as VLA-4 antagonist -6, LNCaP diff act 16, Jurkat autofluor 1 and VLA-4 agonist 2.
`CC(=O)Nc1cc(C(=O)O)ccc1S(=O)(=O)c1ccc(Cl)cc1` gave VLA-4 antagonist -20, LNCaP diff act 9, Jurkat autofluor 1 and VLA-4 agonist 5.

Later entries:
COc1ccccc1CNC(=O)CCNC(=O)Cn1ccc2ccccc2c1=O was read as VLA-4 antagonist -9, LNCaP diff act 5, Jurkat autofluor 1 and VLA-4 agonist 1.
NCc1cccc(-n2cccn2)c1 was read as VLA-4 antagonist -5, LNCaP diff act 4, Jurkat autofluor 1.1 and VLA-4 agonist 0.
`CC1CCN(S(=O)(=O)Cc2ccccc2Cl)CC1` gave VLA-4 antagonist -1, LNCaP diff act 8, Jurkat autofluor 1 and VLA-4 agonist -4.
Screening CCCCN(C)C(=O)C1CCC(=O)N(c2cc(OC)c(OC)c(OC)c2)C1c1ccc(OC)cc1 (stereo not drawn) returned VLA-4 antagonist -8, LNCaP diff act 4, Jurkat autofluor 0.98 and VLA-4 agonist -4.
`COc1cccc(OCC(=O)Nc2ccccc2NC(C)=O)c1` gave VLA-4 antagonist 11, LNCaP diff act 3, Jurkat autofluor 0.82 and VLA-4 agonist 1.
For CC(CP(=O)(O)O)NC(=O)Cc1ccccc1 (stereo not drawn) the results were VLA-4 antagonist -2, LNCaP diff act 10, Jurkat autofluor 0.87 and VLA-4 agonist 7.
Screening COc1ccc(C(=O)N2CCCc3ccccc32)cc1 returned VLA-4 antagonist 6, LNCaP diff act 13, Jurkat autofluor 0.98 and VLA-4 agonist -7.
`Cc1ccc(Cn2c3ccccc3c3cn[nH]c(=O)c32)cc1` gave VLA-4 antagonist inconclusive, LNCaP diff act 3, Jurkat autofluor 0.99 and VLA-4 agonist -10.
For Cc1cccn2c(=O)c3cc(C(=O)N(C)C)n(C)c3nc12 the results were VLA-4 antagonist inconclusive, LNCaP diff act 13, Jurkat autofluor 3.1* and VLA-4 agonist inconclusive.
`COCCN1Cc2cccc(C(=O)NCc3ccccc3OC)c2C1=O` gave VLA-4 antagonist 4, LNCaP diff act 17, Jurkat autofluor 1 and VLA-4 agonist 0.
For Cc1ccc(CNC(=O)C2C3C=CC4(CN(Cc5cccnc5)C(=O)C24)O3)cc1 (stereo not drawn) the results were VLA-4 antagonist -23, LNCaP diff act 12, Jurkat autofluor 1 and VLA-4 agonist 0.
Screening O=C(C1CCCCC1)N1CCC(c2nc3c(nnn3Cc3ccccc3Cl)c(=O)[nH]2)CC1 returned VLA-4 antagonist -8, LNCaP diff act 8, Jurkat autofluor 1.1 and VLA-4 agonist 3.
For Cc1ccc(NC(=O)C2CC=CCC2C(=O)N2CCCCC2)cc1 (stereo not drawn) the results were VLA-4 antagonist -10, LNCaP diff act 6, Jurkat autofluor 0.97 and VLA-4 agonist -6.
For CCC1CCCCN1C(=O)CSc1nnc(CNC(=O)COc2ccc(Cl)cc2)o1 (stereo not drawn) the results were VLA-4 antagonist 3, LNCaP diff act 6, Jurkat autofluor 1.1 and VLA-4 agonist -1.
For CCCNC(=O)c1c(C)cc(=O)oc1C the results were VLA-4 antagonist 2, LNCaP diff act 6, Jurkat autofluor 0.99 and VLA-4 agonist -2.
`CCNC(=O)N1c2ccc(OCC)cc2C(C)=CC1(C)C` gave VLA-4 antagonist -15, LNCaP diff act 11, Jurkat autofluor 1.2 and VLA-4 agonist 1.
`C[C@]12C=CC(=O)C=C1CC[C@@H]1[C@@H]2[C@@H](O)C[C@@]2(C)[C@H]1CC[C@]2(O)C(=O)COC(=O)CCC(=O)O` gave VLA-4 antagonist -25, LNCaP diff act 3, Jurkat autofluor 0.97 and VLA-4 agonist 8.
O=C(O)CCc1nc(-c2cccs2)no1 was read as VLA-4 antagonist 3, LNCaP diff act 10, Jurkat autofluor 1.2 and VLA-4 agonist 0.
For Cc1ccc(S(=O)(=O)NCCNC(=O)C2CCCNC2=O)cc1 (stereo not drawn) the results were VLA-4 antagonist -25, LNCaP diff act 5, Jurkat autofluor 0.98 and VLA-4 agonist 0.
COc1ccc2c(c1)CCc1cc(C(=O)N3CCN(c4ccc(N5CCOCC5)nn4)CC3)sc1-2 was read as VLA-4 antagonist 36, LNCaP diff act 4, Jurkat autofluor 1.2 and VLA-4 agonist -11.

Pulled by structure from the list above, two records:
`C[C@]12C=CC(=O)C=C1CC[C@@H]1[C@@H]2[C@@H](O)C[C@@]2(C)[C@H]1CC[C@]2(O)C(=O)COC(=O)CCC(=O)O` gave VLA-4 antagonist -25, LNCaP diff act 3, Jurkat autofluor 0.97 and VLA-4 agonist 8.
COc1ccc2c(c1)CCc1cc(C(=O)N3CCN(c4ccc(N5CCOCC5)nn4)CC3)sc1-2 was read as VLA-4 antagonist 36, LNCaP diff act 4, Jurkat autofluor 1.2 and VLA-4 agonist -11.

From PubChem
